MITF primary: inhibitors of human MITF; inhibition, % at 2.6 µM; AlphaScreen MITF homodimerization, bead proximity signal; 0.91% of 650,000 active; AID 1259374; O75030; in the data active means inhibition above about 50%;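 further: 0% = vehicle wells with protein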
Target sequence (O75030 whole entry, looked up): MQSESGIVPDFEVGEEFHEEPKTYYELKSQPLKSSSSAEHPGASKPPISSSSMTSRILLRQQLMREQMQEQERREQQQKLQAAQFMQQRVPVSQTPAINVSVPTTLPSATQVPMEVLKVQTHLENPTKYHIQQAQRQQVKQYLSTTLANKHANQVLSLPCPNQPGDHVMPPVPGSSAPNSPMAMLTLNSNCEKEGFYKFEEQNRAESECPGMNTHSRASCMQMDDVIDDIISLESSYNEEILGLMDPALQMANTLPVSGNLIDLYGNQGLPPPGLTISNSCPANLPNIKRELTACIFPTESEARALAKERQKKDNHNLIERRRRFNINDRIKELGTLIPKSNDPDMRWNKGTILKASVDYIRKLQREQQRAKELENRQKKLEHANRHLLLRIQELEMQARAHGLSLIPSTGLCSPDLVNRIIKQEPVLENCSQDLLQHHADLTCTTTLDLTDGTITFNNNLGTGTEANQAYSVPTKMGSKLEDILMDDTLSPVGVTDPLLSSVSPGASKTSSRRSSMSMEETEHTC
FBW7 act: activators of human E3 ligase FBW7. Q969H0. 0.13% of 650,000 active. normalized activity (activation), % at 26.1 µM. AlphaScreen FBW7–phospho-cyclin E peptide binding, activator screen. AID 1259310; in the data active means normalized activity above about 1.9%;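 further: purified mutant Fbw7 with reduced substrate affinity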
TEAD-YAP block: TEAD-YAP interaction inhibition; HEK-TIYL cells, TEAD-Gal4/YAP UAS-luciferase luminescence; inhibition, % at 9.12 µM; 1.4% of 640,000 active; AID 1259422; in the data active means inhibition above about 32%;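 further: 0% = median of test compound wells and 100% = reference inhibitor wells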
GPR151 ag: activates the human receptor GPR151; 1% of 650,000 active; activation, % at 11.2 µM; Q8TDV0; AID 1508602; PathHunter beta-arrestin GPR151 cells, luminescence; in the data active means activation above about 4.9%;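 further: 0% = median of compound wells and 100% = cells with positive control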
Target sequence (Q8TDV0 whole entry, looked up): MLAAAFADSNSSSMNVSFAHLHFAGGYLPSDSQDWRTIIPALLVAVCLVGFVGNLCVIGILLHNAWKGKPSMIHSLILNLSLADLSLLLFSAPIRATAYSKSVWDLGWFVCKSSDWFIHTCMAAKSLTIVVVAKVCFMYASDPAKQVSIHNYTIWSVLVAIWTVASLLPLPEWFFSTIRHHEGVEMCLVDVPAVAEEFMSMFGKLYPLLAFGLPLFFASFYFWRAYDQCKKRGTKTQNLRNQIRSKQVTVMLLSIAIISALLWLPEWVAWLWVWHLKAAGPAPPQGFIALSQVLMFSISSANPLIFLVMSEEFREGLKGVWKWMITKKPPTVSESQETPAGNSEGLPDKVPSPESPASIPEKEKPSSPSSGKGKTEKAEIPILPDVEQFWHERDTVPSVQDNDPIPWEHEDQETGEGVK
Numbers without * were called inactive; nt = not tested or not shown.

SMILES	MITF primary	FBW7 act	TEAD-YAP block	GPR151 ag
O=C(CC(NCCCO)C(=O)O)c1ccc(Br)cc1 (configuration not stated)	17.4	-0.1	10.2	-0.2
CCOC(=O)/C(C#N)=C/Nc1sc2c(c1C(=O)OCC)CCCC2	-7.4	0.1	-10.3	0.5
COc1ccc(NC(=O)C(Cl)Cl)cc1Cl	-7.2	0.2	12.9	0.3
COc1ccccc1OCC(=O)c1ccc(Cl)cc1	0.8	0.0	-22.9	-0.6
C=CCOC(=O)C1=C(C)NC2=C(C(=O)CCC2)C1c1ccc(OC)c(OC)c1OC (configuration not stated)	1.7	-0.1	5.3	0.8
OCc1ccc(CN2CCCC(c3[nH]ncc3-c3cc(F)ccc3F)C2)o1 (configuration not stated)	1.6	0.0	6.8	0.7
Cc1cc(C)n(-c2ncnc3scc(-c4ccccc4)c23)n1	7.9	0.1	3.4	-1.6
C=CCn1c(O)c(C2=c3ccccc3=NC2=O)c2ccccc21	24.0	-0.1	3.5	-0.8
O=C(/C=C/c1ccc(Cl)c(Cl)c1)n1cccn1	19.8	0.3	-3.8	2.7
CCCN1CC=C2C(C#N)=C(N)C(C#N)(C#N)C(c3ccc(F)c(F)c3)C2C1 (configuration not stated)	13.1	0.4	5.4	-0.4
O=[N+]([O-])c1cc(S(=O)(=O)NCCCN2CCOCC2)ccc1Cl	-0.8	0.6	3.1	-1.6
CCC(CC)NCc1ccc(OC)cc1OC	24.7	0.5	7.1	0.4
CCOCCSC1=C(C#N)C(c2ccc(CC)cc2)C(C(C)=O)=C(C)N1 (configuration not stated)	10.3	0.1	0.4	1.0
COc1ccc(C(=O)NCCSc2c[nH]c3ccccc23)cc1	-15.1	0.5	3.5	1.8
CC(C)(C)n1nnnc1CN1CCC(NC(=O)c2ccccc2)CC1	-1.9	-0.1	-1.6	2.3
CCc1ccccc1NC(=O)COc1ccc(N2CC(C(N)=O)CC2=O)cc1 (configuration not stated)	9.6	-0.1	-0.9	2.2
O=C(NCc1ccccc1)NC1(C(=O)NCc2cccnc2)CCCCC1	6.9	-0.1	0.0	-0.9
Cc1ccc(NC(=O)CCN2C(=O)CSC2=O)c(C)c1	9.3	1.7	8.5	-2.2
CC1(C)NC(=O)N(CC(O)CN(c2ccccc2)S(=O)(=O)c2ccc3ccccc3c2)C1=O (configuration not stated)	-5.4	0.0	-0.2	-1.6
CCOc1ccc(-n2c(=S)sc3c(=O)n(-c4ccccc4)c(=S)[nH]c32)cc1	19.1	0.0	5.1	-1.8
CC(C)=CC(C(=O)c1ccc(Cl)cc1)C(CC(=O)c1ccc(Cl)cc1)C(C)C (configuration not stated)	-3.7	0.0	-1.9	0.7
COCCNc1nccn2c(-c3ccccc3N(C)C)cnc12	16.7	0.5	3.0	-0.4
CC(=O)Nc1ccc(Nc2nc(-c3ccc(C(=O)NC4CC4)cc3)nc3c2ncn3CCN2CCCC2=O)cc1	-6.4	0.2	1.2	1.1
Cc1ccc(/C(O)=C2/C(=O)C(=O)N(Cc3cccnc3)C2c2ccc(Cl)cc2Cl)cc1 (configuration not stated)	-1.3	0.0	-10.7	2.0
O=C(CSc1nnc2ccc(-c3ccc(Cl)cc3)nn12)N1CCCc2ccccc21	5.2	0.1	-2.8	-0.5
O=[N+]([O-])c1cccc(S(=O)(=O)NCCC2=CCCCC2)c1	-0.3	-0.3	-2.1	0.0
CC(C)N(C(=O)Cn1c(=O)c2c(N3CCN(C(=O)C4CC4)CC3)ccnc2n(C)c1=O)C(C)C	-9.7	-0.2	14.0	0.1
Cc1cccc(C(=O)N/C(=N/c2nc(C)cc(C)n2)Nc2ccccc2)c1	-12.2	-0.2	-3.5	-0.3
O=C(O)CCCCCN1C(=O)C(O)=C(C(=O)/C=C/c2ccccc2)C1c1ccc(F)cc1 (configuration not stated)	12.9	-0.1	4.1	-1.8
O=C(CNC(=O)c1ccccc1)OCc1ccc([N+](=O)[O-])cc1	-2.1	-0.1	-1.4	2.2

Some of the entries so far, with two lines to a compound.
Values in the order – MITF primary, FBW7 act, TEAD-YAP block, GPR151 ag
O=C(NCc1ccccc1)NC1(C(=O)NCc2cccnc2)CCCCC1
 : 6.9, -0.1, 0.0, -0.9
Cc1ccc(NC(=O)CCN2C(=O)CSC2=O)c(C)c1
 : 9.3, 1.7, 8.5, -2.2
CC1(C)NC(=O)N(CC(O)CN(c2ccccc2)S(=O)(=O)c2ccc3ccccc3c2)C1=O (configuration not stated)
 : -5.4, 0.0, -0.2, -1.6
CCOc1ccc(-n2c(=S)sc3c(=O)n(-c4ccccc4)c(=S)[nH]c32)cc1
 : 19.1, 0.0, 5.1, -1.8
CC(C)=CC(C(=O)c1ccc(Cl)cc1)C(CC(=O)c1ccc(Cl)cc1)C(C)C (configuration not stated)
 : -3.7, 0.0, -1.9, 0.7
COCCNc1nccn2c(-c3ccccc3N(C)C)cnc12
 : 16.7, 0.5, 3.0, -0.4
CC(=O)Nc1ccc(Nc2nc(-c3ccc(C(=O)NC4CC4)cc3)nc3c2ncn3CCN2CCCC2=O)cc1
 : -6.4, 0.2, 1.2, 1.1

Following part.
SMILES	MITF primary	FBW7 act	TEAD-YAP block	GPR151 ag
CCCCOc1ccc(C(=O)Nc2c3cnn(-c4ccccc4)c3nc(=O)n2-c2ccccc2)cc1	0.4	0.2	5.1	4.3
CCNC(=S)N1CCCC(c2nc3ccccc3[nH]2)C1 (configuration not stated)	-7.7	-0.2	-7.1	1.4
O=C(Cc1noc2ccccc12)N1CCN(c2ccccc2F)CC1	-7.6	0.9	-34.6	-1.0
C=CCNC(=O)c1ccc(C)c(Br)c1	-6.8	0.2	-7.6	1.2
Cc1n[nH]c(C)c1N1C(=O)c2cccc3c(N4CCCCCC4)ccc(c23)C1=O	-1.1	0.6	-3.7	-1.3
NC(=O)c1nn(-c2nc(-c3ccccc3)cc(C(F)(F)F)n2)cc1[N+](=O)[O-]	6.2	0.4	14.3	0.7
CC(C)CCCCCCC/C=C/C(=O)O	9.7	nt	nt	-1.8
CCOC(=O)/C(C#N)=N\Nc1ccc([N+](=O)[O-])cc1C	15.3	0.0	12.2	-0.8
CCOC(=O)/C(C)=N/Nc1ccc([N+](=O)[O-])cc1	11.9	-0.1	-8.5	0.5
CCc1c(C(=O)NCc2cnn(C)c2)csc1C	5.1	0.8	6.0	-0.9
O=C(O)CCN1C(=O)C2C3C=CC(CC3)C2C1=O (configuration not stated)	-3.8	-0.1	-0.6	1.0
CN(CC(=O)Nc1ccc(F)c(F)c1)S(=O)(=O)c1ccc2c(c1)CCC(=O)N2	12.8	-0.1	5.9	-0.1
COc1ccccc1NC(=O)CN(c1ccccc1F)S(=O)(=O)c1ccccc1	13.8	0.1	2.9	0.3
O=S1(=O)CCC(SCc2nc3ccccn3c2Br)C1 (configuration not stated)	-6.4	0.1	6.5	2.1
CCOCCn1c(N2CCN(c3ccc(OC)cc3)CC2)nc2c1c(=O)[nH]c(=O)n2C	-8.7	0.0	5.2	0.6
O=C(CN(c1ccccc1)S(=O)(=O)c1ccccc1[N+](=O)[O-])N1CCOCC1	6.0	0.0	11.0	0.4
O=C(CNC(=S)N(Cc1ccccc1)Cc1ccccc1F)NC1CCCCC1	2.2	-0.1	4.0	-1.0
CCOC(=O)N1CCC(NC(=O)CCNS(=O)(=O)c2ccc(OC)cc2)CC1	5.4	-0.1	-0.1	1.0
Cc1cccc(-n2c(O)c(C=NC3CCN(Cc4ccccc4)CC3)c(=O)[nH]c2=O)c1	19.6	0.1	6.0	1.6
CS(=O)(=O)Nc1ccc(C(=O)NC2CCCCC2)cc1	12.1	0.3	3.6	2.8
CCCCNC(=O)C(=O)NCC1OCCc2ccccc21 (configuration not stated)	9.2	0.2	-5.2	-1.3
O=C(O)CNC(=O)c1ccc(Cl)cc1	9.9	0.1	-4.2	0.7
Cc1cc(OCC(=O)Nc2ccccc2C#N)ccc1Cl	-7.6	-0.2	-42.6	-1.3
CN1CCN(S(=O)(=O)c2cccc(S(=O)(=O)N3CCOCC3)c2)CC1	5.8	0.0	-0.4	0.3
Cn1c(=O)c2nc(SCC(=O)Nc3ccccc3F)n(C)c2n(C)c1=O	-4.5	0.0	7.4	0.4
O=C(Cn1cnc2c(oc3ccccc32)c1=O)NCCc1ccccc1	5.0	0.0	-0.3	-1.0
CC1=C(C(=O)Nc2ccc(CC(=O)NCc3ccc4c(c3)OCO4)cc2)SCCO1	-3.4	0.2	-0.9	1.5
CC(C)(C)OC(=O)NC1CCN(S(=O)(=O)c2ccc(OC(F)(F)F)cc2)CC1	3.2	0.0	-5.0	1.7
CCSc1ncnc2c1c(-c1ccccc1)cn2-c1cccc(F)c1	2.7	0.0	-7.6	-1.3
COc1ccccc1-n1cc(C(=O)NCC(=O)N2CCN(c3ccccc3)CC2)c2ccccc2c1=O	8.5	0.2	-22.4	0.9

Retrieved one by one from the list above, two records:
SMILES	MITF primary	FBW7 act	TEAD-YAP block	GPR151 ag
CCc1c(C(=O)NCc2cnn(C)c2)csc1C	5.1	0.8	6.0	-0.9
Cc1ccc(/C(O)=C2/C(=O)C(=O)N(Cc3cccnc3)C2c2ccc(Cl)cc2Cl)cc1 (configuration not stated)	-1.3	0.0	-10.7	2.0

Going on with the list.
SMILES	MITF primary	FBW7 act	TEAD-YAP block	GPR151 ag
O=S(=O)(c1ccc(Br)cc1Br)N1CCN(c2ccc(F)cc2)CC1	-4.0	-0.3	0.5	1.1
CC(=O)Nc1ccc(Nc2nc(Nc3ccc4ncccc4c3)nc3nc[nH]c23)cc1	8.9	0.1	28.7	0.5
O=C(Cc1cn(-c2ccc(Nc3ccc4ncccc4c3)nn2)c2ccccc12)Nc1ccccc1	0.3	-0.1	-5.7	-2.1
CC(C)CCOc1cccc(OCC(=O)NNC(=O)c2ccccc2)c1	-2.2	-0.2	-4.5	-0.6
O=C(Nc1cccc(Cl)c1)c1cc2nc(-c3ccc(F)cc3)cc(C(F)(F)F)n2n1	5.7	0.1	2.4	0.1
CC1CC(C)(C)CC2(C1)NC(=S)N(c1ccccc1)N2 (configuration not stated)	2.9	-0.1	-1.0	-0.1
Cc1nn(S(=O)(=O)c2ccc(Cl)cc2)c(C)c1Br	2.9	0.0	3.5	0.6
Cc1ccc(NC(=O)CCc2c(C)nc3c(-c4ccccc4)c(C)nn3c2C)nc1	-6.9	0.0	9.7	-1.0
CCN(CC)CCN=Cc1c(O)n(-c2ccccc2Cl)c(=O)c2ccccc12	7.7	-0.1	-3.1	-0.4
CC(=O)c1ccc(-c2ccc(Nc3cccc(N(C)C)c3)nc2)cc1	14.3	0.1	-43.3	1.4
Cc1ccc(NCC(O)Cn2c(C)c(C)c3ccccc32)c(C)c1 (configuration not stated)	15.8	0.1	-0.7	-0.9
C=CCNC(=O)CSc1nc2c(C)c(C)ccc2cc1C#N	-1.6	0.0	4.8	-0.3
C=CCOc1ccc(CNc2nn[nH]n2)cc1	5.3	0.2	0.8	0.3
COc1cccc(C(=O)NCCSc2ncc(-c3ccccc3)[nH]2)c1OC	6.0	0.2	-2.2	0.9
Cc1ccc2cc(CN(CC3CCCO3)C(=O)C3CCC3)c3nnnn3c2c1 (configuration not stated)	4.0	-0.1	11.8	8.4*
COc1cc(NC(=O)c2cccc(Cl)c2Cl)cc(OC)c1OC	-8.3	-0.2	-7.4	-0.8
COCCCNC(=O)C1c2ccccc2C(=O)N(CCOC)C1c1cn(C)c2ccccc12 (configuration not stated)	13.1	0.0	-4.9	2.5
NC(=O)c1cccc(-c2nc(-c3ccc(F)cc3F)cnc2N)c1	2.3	-0.2	-6.6	-0.5
CCc1cc(I)ccc1NC(=O)COc1ccccc1[N+](=O)[O-]	12.4	-0.1	-11.7	0.4
CCCNC(=O)C(CC)n1nc(C)n2c(cc3occc32)c1=O (configuration not stated)	-9.3	0.1	-1.3	-0.2
Cc1nnc(N/N=C/c2cccs2)n1N	2.8	-0.4	6.2	0.2
Cc1ccc(S(=O)(=O)N2CCC[C@H]2C(=O)N(C)Cc2cccs2)cc1	2.8	0.0	-1.1	-0.4
CC1=CC=CC2=NC(=O)CC(C)(C(=O)NCC(c3ccccc3)c3ccccc3)N12 (configuration not stated)	0.9	-0.2	4.0	0.5
CCOC(=O)c1nc(Nc2ccccc2OCC)c2ccccc2n1	-1.4	0.1	4.5	0.8
COc1ccc(NC2SC(=O)N(c3ccc(C)cc3)C2=O)cc1 (configuration not stated)	3.0	-0.1	-1.6	0.4
Cn1c(=O)oc2cc(S(=O)(=O)NCCN3CCc4ccccc4C3)ccc21	4.1	0.2	14.3	-0.5
CCS(=O)(=O)c1ccc2oc(Nc3ccc(OC)cc3)nc2c1	-4.7	0.0	-17.1	-1.5
N#C/C(=C\c1c(Oc2ccccc2F)nc2ccccn2c1=O)C(=O)NCC1CCCO1 (configuration not stated)	-0.3	-0.1	-7.4	-8.4
COC(=O)c1c(C)oc2cc(Br)c(OCc3cc(C)ccc3C)cc12	-12.7	-0.1	-6.8	1.0
c1ccc(N2CCN(CCCOc3ccc4c(c3)OCO4)CC2)cc1	32.6	-0.1	nt	1.1
C/C(Cl)=C\Cn1c(=O)c2c(nc(Br)n2Cc2ccccc2)n(C)c1=O	3.8	0.1	-0.3	-0.5
O=C(NCc1ccccc1)c1cnc(-c2ccccc2)nc1C(F)(F)F	9.2	0.0	-5.6	1.1
CCOc1ccccc1-n1c(SCC(=O)NC2CC2)nnc1-c1ccccn1	-9.3	0.1	1.0	0.1
O=c1cc(CO)oc(C(Nc2nccs2)c2ccc(F)cc2)c1O (configuration not stated)	35.0	0.0	2.9	0.1
COc1ccc(-c2ccc(/C=C3/SC(=S)NC3=O)o2)c([N+](=O)[O-])c1	14.3	-0.1	7.0	-0.2
CCOC(=O)/C(C#N)=C\c1ccc(Br)s1	-7.8	-0.4	-0.1	-0.7

Bioassay records from PubChem.
